SIAE inh = blocks human sialic acid acetylesterase; AID 1053197; inhibition, % at 9.66 µM; actives 0.69% (n = 370,000); SIAE FP-Rh probe binding, fluorescence polarization; Q9HAT2;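 active = inhibition above a cutoff: mean of compounds within the control limits plus 3 SD of those, cut at about 17% in these data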;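 also: 0% = plate median of compound wells and 100% = probe without SIAE protein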
ADAM17 inh = inhibitors of human ADAM17. P78536. recombinant ADAM17, EDANS/DABCYL FRET peptide cleavage. inhibition, % at 6.95 µM. actives 0.83% (n = 370,000). AID 720648;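 active = inhibition above the mean of compounds lying between control limits plus 3 SD, set per campaign, cut at about 8.5% in these data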;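 also: 0% = DMSO-only wells as the low control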
ASAP1 inh = inhibitors of human ASAP1 ArfGAP activity; ASAP1-stimulated ARF1 GTP hydrolysis, GDP FP detection; AID 624377; actives 0.19% (n = 360,000); Q9ULH1; inhibition, % at 16.5 µM; in the data active = inhibition above about 25%;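 also: 0% = vehicle with enzyme and substrate and 100% = no enzyme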
PLCb3 inh = blocks human PLC-beta3 enzyme activity. Q01970. Purified PLC-beta3, fluorogenic substrate, fluorescence. inhibition, % at 12.2 µM. actives 0.18% (n = 370,000); in the data active = inhibition above about 11%;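 also: 0% = median of compound wells on plate and 100% = full blocker control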
DDE Tn7 FP inh = DD(E)-Tn7 binding inhibition, primary FP screen; actives 0.13% (n = 370,000); FP displacement of FITC-Tn7 peptide from fibrin DD(E); 0% = median of compound wells per plate; P02675; inhibition, % at 8.3 µM;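 active = inhibition above the mean of compounds falling within the control limits plus 3 SD of them, cut at about 14% in these data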;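 also: 0% = plate median of compound wells and 100% = 10 µM Aha-Tn7 peptide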
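Measure: % inhibition scaled between sample-field median and high-control FP; Test system: human fibrin DD(E); Quantity: 2 µM final DD(E) protein; Doses: one dose, 8.3 µM nominal; Schedule: compound with protein 10 min, then 3 h after probe, room temperature; Detection: fluorescence polarization; Medium: Tris buffer with calcium and detergent, pH 7.8.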
ARFGAP1 inh = rat ARFGAP1 inhibition; Q62848; actives 0.26% (n = 360,000); inhibition, % at 16.5 µM; AID 651572; Arfgap1-stimulated ARF1 GTP hydrolysis, GDP FP detection;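 active = inhibition above a per-plate limit, mean inhibition of low control wells plus 3 SD, cut at about 25% in these data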;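 also: 0% = DMSO wells with enzyme and 100% = wells lacking Arfgap1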
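System: truncated rat Arfgap1 GAP domain / Benchmarks: high control wells lacking Arfgap1, low control full reaction with DMSO / Times: compound-enzyme preincubation 20 min, reaction 120 min, detection 60 min, 25 °C / Repeats: one replicate per compound / Also added: human ARF1(Δ1-17)-GTP substrate / Measured by: Tracer-displacement fluorescence polarization with EDTA stop, 620/688 nm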
DDE Tn6 FP inh = disrupts Tn6 cyclic peptide binding to fibrin D-Dimer-E complex; P02675; Fibrin DD(E) TRITC-Tn6 fluorescence polarization displacement; inhibition, % at 8.3 µM; actives 0.21% (n = 370,000); AID 720509;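 active = inhibition above a per-campaign cutoff: mean of compounds within control limits plus 3 SD, cut at about 15% in these data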;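 also: 0% = median of all compound wells on the plate and 100% = blocking peptide control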
PLCg1 inh = inhibitors of human phospholipase C gamma1 | purified PLC-gamma1, fluorogenic substrate, fluorescence | inhibition, % at 12.2 µM | actives 0.84% (n = 370,000) | AID 720700; in the data active = inhibition above about 9.5%
Target sequence (P19174 whole entry, looked up): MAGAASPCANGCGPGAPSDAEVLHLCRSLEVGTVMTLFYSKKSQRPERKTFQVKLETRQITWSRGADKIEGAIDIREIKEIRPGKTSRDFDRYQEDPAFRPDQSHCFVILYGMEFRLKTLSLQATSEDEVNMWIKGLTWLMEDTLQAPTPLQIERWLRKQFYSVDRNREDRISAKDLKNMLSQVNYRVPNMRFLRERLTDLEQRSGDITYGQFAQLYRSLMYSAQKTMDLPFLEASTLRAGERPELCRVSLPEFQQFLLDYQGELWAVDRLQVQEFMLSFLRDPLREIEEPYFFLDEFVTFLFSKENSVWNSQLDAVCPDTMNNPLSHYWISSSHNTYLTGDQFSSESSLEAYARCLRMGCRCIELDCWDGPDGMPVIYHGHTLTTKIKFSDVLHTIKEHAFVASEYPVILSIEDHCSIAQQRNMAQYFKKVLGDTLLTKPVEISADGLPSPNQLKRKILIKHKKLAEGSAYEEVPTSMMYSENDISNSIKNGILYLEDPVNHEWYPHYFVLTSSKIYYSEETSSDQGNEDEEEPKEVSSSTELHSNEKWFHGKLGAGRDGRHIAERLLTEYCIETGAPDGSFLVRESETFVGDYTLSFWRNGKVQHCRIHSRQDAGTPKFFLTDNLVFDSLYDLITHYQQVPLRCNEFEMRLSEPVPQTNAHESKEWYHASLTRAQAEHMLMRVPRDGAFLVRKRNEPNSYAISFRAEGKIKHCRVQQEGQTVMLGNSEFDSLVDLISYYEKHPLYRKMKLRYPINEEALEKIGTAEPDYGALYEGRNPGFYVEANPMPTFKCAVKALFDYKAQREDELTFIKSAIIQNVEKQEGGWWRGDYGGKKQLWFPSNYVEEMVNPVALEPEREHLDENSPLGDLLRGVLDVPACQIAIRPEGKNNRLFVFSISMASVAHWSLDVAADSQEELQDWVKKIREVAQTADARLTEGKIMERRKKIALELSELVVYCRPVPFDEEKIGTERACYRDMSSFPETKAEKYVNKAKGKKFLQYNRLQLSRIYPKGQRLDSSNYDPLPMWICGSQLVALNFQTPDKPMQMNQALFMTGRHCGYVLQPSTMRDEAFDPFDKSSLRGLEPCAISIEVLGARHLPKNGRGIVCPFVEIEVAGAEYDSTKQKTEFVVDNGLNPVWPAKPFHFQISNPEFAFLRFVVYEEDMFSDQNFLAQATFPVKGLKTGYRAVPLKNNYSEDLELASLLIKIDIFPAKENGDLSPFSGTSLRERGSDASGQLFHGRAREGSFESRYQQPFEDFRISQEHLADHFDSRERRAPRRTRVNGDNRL
TDP2 inh = blocks human TDP2 phosphodiesterase activity | recombinant TDP2, T5PNP hydrolysis, p-nitrophenol absorbance 415 nm | inhibition, % at 12.8 µM | AID 720702 | actives 0.34% (n = 370,000);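 active = inhibition above the mean of all tested compounds plus 3 SD, set per campaign, cut at about 25% in these data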;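 also: 0% = DMSO with enzyme and 100% = buffer with substrate but no TDP2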
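Evaluation: % inhibition relative to enzyme-containing and enzyme-free wells. Material: recombinant human TDP2. Benchmarks: enzyme-free and DMSO wells. Timing: enzyme reaction with compound for 2 h at 37 °C. Compound dosing: 12.8 µM only. Measured by: p-Nitrophenol epi absorbance. Reagent: T5PNP substrate at 5 mM, a TopII-DNA adduct mimic. Replication: single well per compound.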
ADAM10 inh = inhibits human ADAM10. actives 0.62% (n = 370,000). inhibition, % at 7 µM. O14672. recombinant ADAM10, EDANS/DABCYL FRET peptide cleavage, 3 h;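 active = inhibition above a per-campaign cutoff equal to the mean of compounds falling between control-based bounds plus 3 SD, cut at about 20% in these data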;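 also: 0% = DMSO wells while the 100% control is not disclosed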
* = called active by the depositor; & = joins results of further samples.

Cc1cc2nnc(SCC(=O)N3CCCCC3)n2c(N)n1 was read as SIAE inh -1, ADAM17 inh -2, ASAP1 inh 11, PLCb3 inh 3, DDE Tn7 FP inh 5, ARFGAP1 inh -15, DDE Tn6 FP inh 5, PLCg1 inh -1, TDP2 inh 4 and ADAM10 inh -2.
`CCCCN(CCCC)S(=O)(=O)c1ccc(NC(=O)c2ccc([N+](=O)[O-])cc2Cl)cc1` gave SIAE inh -24, ADAM17 inh 5, ASAP1 inh 7, PLCb3 inh -3, DDE Tn7 FP inh 0, ARFGAP1 inh 2, DDE Tn6 FP inh -4, PLCg1 inh 1, TDP2 inh -1 and ADAM10 inh 9.
CCOC(CNC(=O)Cc1c(C)nc2c(-c3ccccc3)c(C)nn2c1C)OCC was read as SIAE inh -1, ADAM17 inh -5, ASAP1 inh -11, PLCb3 inh -13, DDE Tn7 FP inh 3, ARFGAP1 inh -7, DDE Tn6 FP inh 3, PLCg1 inh -14, TDP2 inh 9 and ADAM10 inh -9.
O=C(CN1CCCCCC1)NCCc1ccc(F)cc1 was read as SIAE inh 2, ADAM17 inh 4, ASAP1 inh -6, PLCb3 inh 3, DDE Tn7 FP inh -11, ARFGAP1 inh -3, DDE Tn6 FP inh -3, PLCg1 inh 1, TDP2 inh -2 and ADAM10 inh 0.
COc1ccc(Br)cc1C(=O)Nc1ccccc1-c1ccccc1 was read as SIAE inh -5, ADAM17 inh -1, ASAP1 inh 7, PLCb3 inh 0, DDE Tn7 FP inh 5, ARFGAP1 inh -12, DDE Tn6 FP inh 6, PLCg1 inh -1, TDP2 inh 9 and ADAM10 inh 4.
For COc1ccc(/C=C(\C#N)C(=O)Nc2cc(S(=O)(=O)N3CCOCC3)ccc2N2CCCC2)cc1 the results were SIAE inh 4, ADAM17 inh 3, ASAP1 inh 0, PLCb3 inh -1, DDE Tn7 FP inh 2, ARFGAP1 inh 6, DDE Tn6 FP inh -9, PLCg1 inh 0, TDP2 inh -4 and ADAM10 inh 7.
COc1ccc(NC(=O)c2ccc(NC3CC(=O)N(c4ccc(C)cc4C)C3=O)cc2)cc1 (stereo not drawn) was read as SIAE inh -8, ADAM17 inh -4, ASAP1 inh 3, PLCb3 inh -6, DDE Tn7 FP inh 2, ARFGAP1 inh 1, DDE Tn6 FP inh -2, PLCg1 inh 1, TDP2 inh 12 and ADAM10 inh -6.
Cc1cc(C)c[n+](-c2[nH]c(=O)sc2/C=N/N=C(\N)[S-])c1 was read as SIAE inh 1, ADAM17 inh 3, ASAP1 inh 4, PLCb3 inh 5, DDE Tn7 FP inh -9, ARFGAP1 inh 9, DDE Tn6 FP inh 6, PLCg1 inh 3, TDP2 inh -9 and ADAM10 inh 1.
Screening Cc1cc(=O)oc2c3c(cc(OCC(=O)NCc4ccco4)c12)OC(C)(C)CC3 returned SIAE inh 6, ADAM17 inh inactive, ASAP1 inh -1, PLCb3 inh inactive, DDE Tn7 FP inh -13, ARFGAP1 inh 7, DDE Tn6 FP inh -4, PLCg1 inh inactive, TDP2 inh -1 and ADAM10 inh inactive.
For Cc1ccc(-c2csc(NC(=O)CN3CCOCC3)n2)cc1 the results were SIAE inh 1, ADAM17 inh -5, ASAP1 inh 1, PLCb3 inh -9, DDE Tn7 FP inh 0, ARFGAP1 inh 6, DDE Tn6 FP inh 2, PLCg1 inh -2, TDP2 inh 1 and ADAM10 inh -7.

Random excerpt: 2 entries already listed.
For Cc1ccc(-c2csc(NC(=O)CN3CCOCC3)n2)cc1 the results were SIAE inh 1, ADAM17 inh -5, ASAP1 inh 1, PLCb3 inh -9, DDE Tn7 FP inh 0, ARFGAP1 inh 6, DDE Tn6 FP inh 2, PLCg1 inh -2, TDP2 inh 1 and ADAM10 inh -7.
COc1ccc(Br)cc1C(=O)Nc1ccccc1-c1ccccc1 was read as SIAE inh -5, ADAM17 inh -1, ASAP1 inh 7, PLCb3 inh 0, DDE Tn7 FP inh 5, ARFGAP1 inh -12, DDE Tn6 FP inh 6, PLCg1 inh -1, TDP2 inh 9 and ADAM10 inh 4.

Back to the main list, starting two compounds before the break.
Screening Cc1cc(=O)oc2c3c(cc(OCC(=O)NCc4ccco4)c12)OC(C)(C)CC3 returned SIAE inh 6, ADAM17 inh inactive, ASAP1 inh -1, PLCb3 inh inactive, DDE Tn7 FP inh -13, ARFGAP1 inh 7, DDE Tn6 FP inh -4, PLCg1 inh inactive, TDP2 inh -1 and ADAM10 inh inactive.
For Cc1ccc(-c2csc(NC(=O)CN3CCOCC3)n2)cc1 the results were SIAE inh 1, ADAM17 inh -5, ASAP1 inh 1, PLCb3 inh -9, DDE Tn7 FP inh 0, ARFGAP1 inh 6, DDE Tn6 FP inh 2, PLCg1 inh -2, TDP2 inh 1 and ADAM10 inh -7.
For O=C(c1ccc(Br)c([N+](=O)[O-])c1)N1CCN(Cc2ccccc2)CC1 the results were SIAE inh -4, ADAM17 inh -5, ASAP1 inh 8, PLCb3 inh -6, DDE Tn7 FP inh -10, ARFGAP1 inh 14, DDE Tn6 FP inh -7, PLCg1 inh -1, TDP2 inh -8 and ADAM10 inh -1.
For O=C(CSc1nnc(COc2ccccc2)n1Cc1ccco1)c1ccc(F)cc1 the results were SIAE inh -1, ADAM17 inh 0, ASAP1 inh -7, PLCb3 inh -4, DDE Tn7 FP inh 5, ARFGAP1 inh 9, DDE Tn6 FP inh 2, PLCg1 inh 4, TDP2 inh 1 and ADAM10 inh 9.
For COc1ccc(NC(=O)c2cccc(OC(=S)N3CCOCC3)c2)cc1 the results were SIAE inh -5, ADAM17 inh -1, ASAP1 inh 3, PLCb3 inh -5, DDE Tn7 FP inh 1, ARFGAP1 inh 16, DDE Tn6 FP inh 6, PLCg1 inh 4, TDP2 inh -12 and ADAM10 inh 6.
COc1ccc(C(=O)NCCCCc2ccccc2)cc1 was read as SIAE inh -1, ADAM17 inh -1, ASAP1 inh 12, PLCb3 inh -4, DDE Tn7 FP inh -5, ARFGAP1 inh -8, DDE Tn6 FP inh -7, PLCg1 inh 2, TDP2 inh -5 and ADAM10 inh 3.
Screening O=C(CN1CCCC1)N/N=C/c1ccc(-c2cccc(Cl)c2)o1 returned SIAE inh -4, ADAM17 inh -4, ASAP1 inh -13, PLCb3 inh -3, DDE Tn7 FP inh -5, ARFGAP1 inh 2, DDE Tn6 FP inh 5, PLCg1 inh -6, TDP2 inh 2 and ADAM10 inh -18.
For Cc1cccc(NC(=O)c2cnn3ccccc23)c1C the results were SIAE inh -4, ADAM17 inh -6, ASAP1 inh -7, PLCb3 inh -7, DDE Tn7 FP inh 8, ARFGAP1 inh -5, DDE Tn6 FP inh 1, PLCg1 inh 2, TDP2 inh 10 and ADAM10 inh 1.
Screening CNC(C)C#Cc1ccc2oc3cc(C)c(C)cc3c(=O)c2c1 (stereo not drawn) returned SIAE inh -2, ADAM17 inh -30, ASAP1 inh 0, PLCb3 inh -43, DDE Tn7 FP inh 11, ARFGAP1 inh -7, DDE Tn6 FP inh 8, PLCg1 inh -26, TDP2 inh 8 and ADAM10 inh -97.
`CCN(C(=O)C1=COCCO1)c1nc2c(C)cccc2s1` gave SIAE inh -4, ADAM17 inh 9.3*, ASAP1 inh -1, PLCb3 inh 0, DDE Tn7 FP inh -8, ARFGAP1 inh 7, DDE Tn6 FP inh 10, PLCg1 inh 4, TDP2 inh -16 and ADAM10 inh 5.
Screening c1ccc(-c2ccc(CNc3nc(-c4ccccn4)nnc3-c3ccccc3)cc2)cc1 returned SIAE inh -7, ADAM17 inh 5, PLCb3 inh 4, DDE Tn7 FP inh -8, DDE Tn6 FP inh -13, PLCg1 inh 2, TDP2 inh -4 and ADAM10 inh 14.
CCOc1ccccc1O[C@H](c1ccccc1)[C@H]1CNCCO1 was read as SIAE inh 0, ADAM17 inh -1, ASAP1 inh -3, PLCb3 inh 7, DDE Tn7 FP inh 5, ARFGAP1 inh -1, DDE Tn6 FP inh 3, PLCg1 inh -1, TDP2 inh 0 and ADAM10 inh 5.
Screening O=C(Cn1ccc2ccccc2c1=O)Nc1ccc2c(c1)OCO2 returned SIAE inh -3, ADAM17 inh -7, ASAP1 inh -2, PLCb3 inh 0, DDE Tn7 FP inh -1, ARFGAP1 inh 18, DDE Tn6 FP inh 2, PLCg1 inh -1, TDP2 inh -7 and ADAM10 inh -6.
O=C(CO/N=C/c1ccccc1O)NNC(=O)c1ccccc1Cl was read as SIAE inh -2, ADAM17 inh -6, ASAP1 inh -3, PLCb3 inh 2, DDE Tn7 FP inh 1, ARFGAP1 inh -3, DDE Tn6 FP inh 0, PLCg1 inh 3, TDP2 inh 7 and ADAM10 inh -6.
COc1ccc(Cl)c2sc(N3CCN(C(=O)C4=COCCO4)CC3)nc12 was read as SIAE inh 16, ADAM17 inh -4, ASAP1 inh -2, PLCb3 inh -2, DDE Tn7 FP inh -1, ARFGAP1 inh -4, DDE Tn6 FP inh -2, PLCg1 inh 7, TDP2 inh 10 and ADAM10 inh 0.
For c1ccc2[nH]c(-c3ccnc4ccccc34)nc2c1 the results were SIAE inh 0&0, ADAM17 inh -146&-171, ASAP1 inh 1&-5, PLCb3 inh -363, DDE Tn7 FP inh -6&-6, ARFGAP1 inh 9&8, DDE Tn6 FP inh 6&9, PLCg1 inh -287, TDP2 inh -17&-8 and ADAM10 inh -493.
`CCOc1ccc2nc(Nc3nc(CSc4nnnn4-c4ccccc4)cc(=O)[nH]3)nc(C)c2c1` gave SIAE inh -9, ADAM17 inh -3, ASAP1 inh 0, PLCb3 inh -1, DDE Tn7 FP inh 3, ARFGAP1 inh 1, DDE Tn6 FP inh 11, PLCg1 inh 2, TDP2 inh 2 and ADAM10 inh -6.
For O=C(CN1C(=O)NC2(CCCC2)C1=O)NCCN1C(=O)S/C(=C\c2ccccc2F)C1=O the results were SIAE inh -4, ADAM17 inh -2, ASAP1 inh -16, PLCb3 inh -7, DDE Tn7 FP inh 7, ARFGAP1 inh -1, DDE Tn6 FP inh 3, PLCg1 inh 0, TDP2 inh -17 and ADAM10 inh -8.
For Cc1ocnc1C(=O)Nc1ccc(Cl)cc1 the results were SIAE inh -5, ADAM17 inh 0, ASAP1 inh -4, PLCb3 inh -13, DDE Tn7 FP inh -5, ARFGAP1 inh 1, DDE Tn6 FP inh -2, PLCg1 inh -4, TDP2 inh 0 and ADAM10 inh -12.
Screening CCCCCCn1cc(CN2CC=CS2(=O)=O)nn1 returned SIAE inh 0, ADAM17 inh -3, PLCb3 inh 1, DDE Tn7 FP inh -5, DDE Tn6 FP inh -5, PLCg1 inh 0, TDP2 inh -2 and ADAM10 inh 1.
O=C(CSc1ccc2c(c1)OCCO2)NCC1CCCO1 (stereo not drawn) was read as SIAE inh 10, ADAM17 inh -5, ASAP1 inh 1, PLCb3 inh -2, DDE Tn7 FP inh 8, ARFGAP1 inh -8, DDE Tn6 FP inh -4, PLCg1 inh 1, TDP2 inh 6 and ADAM10 inh 5.
